Myeloid diff 2 – induction of myeloid progenitor differentiation, primary screen, cell-based, flow cytometry, MLPCN library. ER-HoxA9 myeloid progenitors, lysozyme-GFP differentiation. calls only at 10 µM. 360,000 tested, 1% active. AID 624256, 2012;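 active = normalized GFP-positive differentiation at or above the plate's own cutoff, the solvent-only control mean plus 3 SD; inconclusive = no clear call, values can overlap the other calls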;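 note: cells exposed to compound for four days before flow analysis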
UTI89 phage lysis – inhibition of K1F phage lysis, E. coli UTI89, bacterial capsule biogenesis inhibitors, alamar blue (AID 488966) | E. coli UTI89 K1F phage lysis, alamar blue, 2 h; higher % means a stronger effect | 340,000 tested, 0.02% active | inhibition, % at 100 µM, or IC50 in µM where a hit was titrated;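 active = phage lysis inhibition, versus mean bacterial control, above a set limit; inconclusive = no clear call, values can overlap the other calls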;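 note: capsule biogenesis inhibitors block K1F phage lysis so surviving cells raise fluorescence; higher fluorescence means more inhibition of phage lysis; actives were called in the ten point dose series up to 300 µM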
Myeloid diff 2 GFP+ MAC1+ % – further read-out of Myeloid diff 2, marked with its call; GFP+ MAC1+ double positive, %; measured here: differentiation confirmed by MAC1 staining
* marks the source's active call; other numbers are inactive results; i = inactive; ? = inconclusive; nt = not tested or not shown; + = active, no number; [ ] = another dose, or the depositor's remark. A portion of the library, so the mix of outcomes need not match the whole.

canonical_smiles	Myeloid diff 2	Myeloid diff 2 GFP+ MAC1+ %	UTI89 phage lysis
CC(=NNS(=O)(=O)c1ccc([N+](=O)[O-])cc1)c1ccc(C)cc1	i	0.7	-1.3%
CC(Sc1n[nH]c(=O)n1Cc1ccccc1)C(=O)NCC1CCCO1 (stereo unspecified)	i	1.0	1.2%[50 µM]
CCCn1c(N)c(N(CCOC)C(=O)c2cc3ccccc3cc2OC)c(=O)[nH]c1=O	i	1.0	0.6%[50 µM]
C[C@H]1CCC[C@]2(CC(=O)c3cc(F)ccc3O2)C1	i	1.6	-1.1%
Cc1cnc(C(=O)OCC(=O)c2ccc(C)s2)cn1	i	1.6	0.2%
CCOC(=O)c1cc2c(c(CCO)n1)[C@H](CCO)N(S(=O)(=O)C(C)(C)C)C2	i	0.5	0.1%
CC1CCCC(C)N1C(=O)COC(=O)C12CC3CC(CC(Cl)(C3)C1)C2 (stereo unspecified)	i	0.5	0.1%
O=C(NC1CCN(Cc2ccccc2)CC1)c1cccc(NS(=O)(=O)c2ccc(Br)cc2)c1	i	1.2	0.7%[50 µM]
O=C(CSc1nc2[nH]ncc2c(=O)[nH]1)Nc1ccc(Cl)c(Cl)c1	i	0.4	1.2%[50 µM]
CC1CCN(C(=O)COC(=O)/C=C/c2ccc(Br)o2)CC1	i	0.5	-0.1%[50 µM]

Sorted by length of the SMILES (smallest number first): six of the compounds above.
canonical_smiles	Myeloid diff 2	Myeloid diff 2 GFP+ MAC1+ %	UTI89 phage lysis
Cc1cnc(C(=O)OCC(=O)c2ccc(C)s2)cn1	i	1.6	0.2%
CC1CCN(C(=O)COC(=O)/C=C/c2ccc(Br)o2)CC1	i	0.5	-0.1%[50 µM]
CC(Sc1n[nH]c(=O)n1Cc1ccccc1)C(=O)NCC1CCCO1 (stereo unspecified)	i	1.0	1.2%[50 µM]
O=C(CSc1nc2[nH]ncc2c(=O)[nH]1)Nc1ccc(Cl)c(Cl)c1	i	0.4	1.2%[50 µM]
CC(=NNS(=O)(=O)c1ccc([N+](=O)[O-])cc1)c1ccc(C)cc1	i	0.7	-1.3%
CCCn1c(N)c(N(CCOC)C(=O)c2cc3ccccc3cc2OC)c(=O)[nH]c1=O	i	1.0	0.6%[50 µM]

Back to the main list with the 2 entries that preceded the break.
canonical_smiles	Myeloid diff 2	Myeloid diff 2 GFP+ MAC1+ %	UTI89 phage lysis
O=C(CSc1nc2[nH]ncc2c(=O)[nH]1)Nc1ccc(Cl)c(Cl)c1	i	0.4	1.2%[50 µM]
CC1CCN(C(=O)COC(=O)/C=C/c2ccc(Br)o2)CC1	i	0.5	-0.1%[50 µM]
CC(OC(=O)Cn1cnc2c1c(=O)n(C)c(=O)n2C)C(=O)c1ccccc1 (stereo unspecified)	i	1.1	1.3%[50 µM]
OCCCn1c(C2CCCN2c2nc(-c3ccc(F)cc3)cs2)nc2cc(Cl)c(Cl)cc21 (stereo unspecified)	i	0.3	0.3%
O=C(OCC(=O)N1CCCC1)c1cc(=O)c2ccccc2o1	i	0.4	2.1%[50 µM]
CCOc1ccc(N=Cc2ccccc2O)cc1	i	1.0	0.8%
O=Cc1ccc(Cl)c(Cl)c1	i	2.0	0.3%
CCOC(=O)C1CCN(CC(O)COc2ccc(S(=O)(=O)N3CCCC3)cc2[N+](=O)[O-])CC1 (stereo unspecified)	i	0.3	0.1%[50 µM]
CN(C1CCCCC1)S(=O)(=O)c1cc2c3c(c1)CCN3C(=O)CC2	i	0.6	0.8%[50 µM]
COc1ccc(C(=O)c2c(-c3ccc(OC)cc3)oc3ccccc23)cc1	i	2.1	-0.4%
O=C(CSc1nnc(-c2c[nH]c3ccccc23)o1)NCC1CCCO1 (stereo unspecified)	i	0.6	0.7%[50 µM]
Cc1ccc(C(C)(C)C)cc1S(=O)(=O)N1CCC(C(=O)N2CCN(c3ccc(O)cc3)CC2)CC1	i	0.8	-0.8%[50 µM]
NC(=O)C1(N2CCCC2)CCN(Cc2ccccc2)CC1	i	0.6	-0.9%
CCC(=O)c1ccc(OCC(=O)OCC(=O)N2c3ccccc3CC2C)cc1 (stereo unspecified)	i	0.6	1.1%[50 µM]
Cc1ccc(OCCC(=O)OCC(=O)Nc2ccc(C)cc2Cl)cc1	i	0.3	0.3%[50 µM]
NC(=O)C1=CC2C3C=CC2(O)C(=O)OC3O1 (stereo unspecified)	?	nt	-2.4%
CC1CCCCC1NC(=O)NC(=O)COC(=O)c1ccc(OC(F)F)cc1 (stereo unspecified)	i	0.4	0.0%[50 µM]
Cc1ccc(OCCC(=O)OCC(=O)c2c(N)n(CC(C)C)c(=O)n(C)c2=O)cc1	i	0.8	0.7%[50 µM]
O=C(COC(=O)CNC(=O)c1ccc(Br)cc1)Nc1nnc(-c2ccccc2)o1	i	0.9	1.4%[50 µM]
NC(=O)c1cc([N+](=O)[O-])ccc1NCc1ccccn1	i	0.9	0.8%
C#CCN1C=CC(=O)[C@@H](O)[C@H]1c1ccccc1Br	i	0.6	0.3%
COCCN(CC(=O)Nc1cccc(C)c1C)C(=O)c1cc(-c2cccs2)nn1-c1ccccc1	i	1.1	0.9%[50 µM]
O=C1C=C(c2cccc(OCc3ccccc3)c2)C[C@@H](c2ccc3c(c2)OCO3)C1	i	2.2	2.7%
COc1ccc(C(=O)NC2CCC(O)CC2)cc1S(=O)(=O)NCc1ccc(Cl)cc1 (stereo unspecified)	i	1.3	-0.5%[50 µM]
O=C(CN1C(=O)C(=O)N(C2CCCC2)C1=O)Nc1ccc(F)cc1F	i	0.9	1.7%[50 µM]
COC(=O)N[C@H](c1ccccc1)[C@@]1(C)C[C@@H]1[C@@H](C)C(=O)Nc1ccc2ccccc2c1	i	3.1	1.4%
CCCCn1c(-c2nonc2NC(=O)c2ccccc2Cl)nc2ccccc21	+	9.8*	0.2%
COc1cc(N=Nc2ccc(C(=O)N(C)C)cc2)c(C)cc1N	i	0.2	3.2%
Cc1cc(-n2c(C)cc(C(=O)COc3ccc(Cl)cc3C(N)=O)c2C)no1	i	0.7	0.8%[50 µM]
CC(=O)Nc1ccccc1-c1nc2cc(C#N)c(C#N)cc2[nH]c1=O	i	0.5	-0.2%
Cc1ccc(C(=O)CSc2nnc(C3CC3)n2C2CC2)s1	i	2.2	0.8%[50 µM]
CC(C)C[C@H](NC(=O)[C@@H]1Cc2c([nH]c3ccccc23)C2c3ccccc3C(=O)N21)C(=O)N1CCC[C@@H]1C(=O)O (stereo partly specified)	i	2.7	3.8%
COc1cc(OC)cc(C(=O)Nc2nc(CC(=O)NCc3ccccc3OC)cs2)c1	i	0.4	-0.5%[50 µM]
Cc1ccccc1OCC(O)CN1C(=O)c2ccccc2C1=O (stereo unspecified)	i	0.1	0.1%
Cc1csc2ncc(C(=O)N3CCc4ccccc43)c(=O)n12	i	4.3	-0.5%
O=C(COC(=O)Cc1ccc(F)cc1)Nc1ccc(Cl)cn1	i	1.3	0.5%[50 µM]
O=S(=O)(c1ccccc1)N1CCCCC1CCc1ccccc1 (stereo unspecified)	i	0.6	1.6%
O=C(NNC(=O)c1ccccc1F)c1ccc(S(=O)(=O)N2CCCCC2)cc1	i	2.2	-2.8%
O=C(Cn1c(=O)cnc2ccccc21)N1CCN(S(=O)(=O)c2cccc([N+](=O)[O-])c2)CC1	i	1.2	1.1%[50 µM]
O=C(CCc1ccccc1)Nc1cc2c3c(c1)CCC(=O)N3CCC2	i	0.6	1.7%[50 µM]
Cc1cc(SCC(=O)N2CCCC2=O)nc2ccccc12	i	1.4	-0.6%
CC(C)c1ccc(C2OCCCO2)cc1	i	0.6	-3.0%
CCOc1ccc(C(=O)CCC(=O)Nc2cccc(S(=O)(=O)N3CCCCC3)c2)cc1	i	0.6	0.8%[50 µM]
Cc1ccc(S(=O)(=O)N2CCN(C(=O)COC(=O)CSc3ccccc3)CC2)c(C)c1	i	0.2	0.3%[50 µM]
CCOc1ccc(NC(=O)CN(C)C(=O)Cn2c(=O)oc3ccccc32)cc1OCC	i	0.7	0.7%[50 µM]
COc1ccc(C(CNC(=O)C(C)Oc2ccc(Br)cc2)N2CCCC2)cc1 (stereo unspecified)	i	0.9	0.8%[50 µM]
COc1cccc(NC(=O)CN(C)C(=O)c2c(-c3c(F)cccc3Cl)noc2C)c1	i	0.5	0.3%[50 µM]
Cc1ccccc1OCCC(=O)OCC(=O)NC(=O)c1ccccc1	i	1.4	1.1%[50 µM]
O=C(NCCC1=CCCCC1)C1CCN(S(=O)(=O)c2ccccc2C(F)(F)F)CC1	i	1.0	0.4%[50 µM]
CCCCN1CC(COCc2ccccc2)Oc2cccc(Oc3ccccc3)c2S1(=O)=O (stereo unspecified)	i	0.8	0.1%
O=C(NCCc1ccc(F)cc1)C1CCN(C(=O)Nc2ccccc2)CC1	i	0.3	-0.2%
N#CC(=C(O)CN1CCN(c2ccccc2F)CC1)c1nc(-c2ccccc2)cs1	i	0.7	-1.9%

Additional records follow:
canonical_smiles	Myeloid diff 2	Myeloid diff 2 GFP+ MAC1+ %	UTI89 phage lysis
COC(=O)[C@]1(CC(C)C)N[C@H](c2ccc(-c3ccc(F)cc3)c(OC)c2)[C@@H]2C(=O)N(C)C(=O)[C@@H]21	i	0.5	1.9%
CCOC(=O)c1c(C)[nH]c(C(=O)OCC(=O)N(CC)c2c(N)n(Cc3ccccc3)c(=O)[nH]c2=O)c1C	i	1.2	0.9%[50 µM]
NC(=O)c1cc([N+](=O)[O-])ccc1NCc1ccc(C(=O)O)cc1	i	1.7	0.5%
C[C@H]1COC(=O)[C@H](NC(=O)OCC2c3ccccc3-c3ccccc32)C/C=C\C[C@H](CC(=O)N(CCO)Cc2ccccc2)C(=O)N1	i	0.2	0.0%
NC(=O)c1ccc(NC(=O)c2cc(S(=O)(=O)N3CCCCC3)ccc2N2CCOCC2)cc1	i	0.7	1.1%[50 µM]
COCCCNC(=O)CC1C[C@H](C(=O)N2CCOCC2)[C@@]2(CCC3CCCC3)c3[nH]c4ccc(OC)cc4c3CCN2C1=O (stereo partly specified)	i	0.5	-0.1%
CC(Sc1nc(C(F)(F)F)nc2ccccc12)C(=O)NC1CCCC1 (stereo unspecified)	i	0.9	1.0%[50 µM]
COc1cc(/C=C/C(=O)OCC(=O)NCCCc2ccccc2)ccc1O	i	1.4	0.0%[50 µM]
CC(C)c1ccc(S(=O)(=O)N(C)C2(C)CCS(=O)(=O)C2)cc1 (stereo unspecified)	i	0.2	-1.3%
Cc1ccc(S(=O)(=O)CCC(=O)Oc2ccc3c(C)cc(=O)oc3c2)cc1	i	1.0	0.5%[50 µM]
O=C(NC1CCN(Cc2ccccc2)CC1)c1cc(S(=O)(=O)N2CCOCC2)ccc1Cl	i	1.9	0.5%[50 µM]
CCC1CCCCN1C(=O)COC(=O)COc1ccc(Br)cc1 (stereo unspecified)	i	0.3	0.6%[50 µM]
COc1ccc(OC)c(NC(=O)COC(=O)c2ccc(OC)c(S(=O)(=O)N3CCCC3)c2)c1	i	0.5	0.1%[50 µM]
CCN(CC(=O)Nc1c(F)cccc1F)C(=O)c1ccc(-c2ccccc2)cc1	i	0.4	0.2%[50 µM]
CCN(CC)S(=O)(=O)c1ccc(C(O)=C(C#N)c2nc3ccccc3n2C)cc1	i	1.5	-0.9%
O=C1NC[C@H](Cc2ccccc2)N(CC2CCN(CCc3ccccc3)CC2)C1=O	i	1.5	0.1%
CO[C@H]1O[C@H](CBr)[C@@H](OC(=O)c2ccccc2)[C@H](O)[C@H]1O	i	0.6	1.8%
COc1ccc([C@H]2CC(=O)C=C(c3ccc(SC)cc3)C2)cc1	i	1.3	2.2%
CC(C)(C)OC(=O)N[C@H](C(=O)OC(C)(C)C)c1ccc(C(F)(F)F)cc1	i	1.6	6.9%
CCN(C(=O)c1cccs1)C1CCS(=O)(=O)C1 (stereo unspecified)	i	1.4	0.7%[50 µM]
Cc1cccc(NC(=O)CNC(=O)CSc2nc(N)cc(N)n2)c1C	i	0.4	1.9%[50 µM]
CON(C)C(=O)CCC1CCCN1C(=O)OC(C)(C)C (stereo unspecified)	i	0.5	0.0%
CCOC(=O)N1CCN(C(=O)CSCC(=O)N=c2sc3cc(OC)ccc3n2C)CC1	i	1.0	0.1%
O=C1NCCN1c1ccccc1	i	0.3	1.8%
COc1ccccc1NC(=O)Nc1nc(CC(=O)NCc2ccc(F)cc2)cs1	i	1.6	-0.8%[50 µM]
CCCCc1nnc(NC(=O)C2CCN(c3ncnc4sc(C)c(C)c34)CC2)s1	i	1.2	0.6%[50 µM]
OCC(O)/C=N/Nc1nc(Nc2ccccc2)nc(Nc2ccccc2)n1 (stereo unspecified)	i	0.8	0.6%
CC(NC(=O)c1ccncc1)c1ccc(Br)cc1 (stereo unspecified)	i	0.5	-0.1%
O=C(CCC1CCCC1)Nc1cc(Cl)ccc1N1CCOCC1	i	0.3	0.2%[50 µM]
CC(Sc1nncn1C)C(=O)Nc1ccc(N2CCCCC2)cc1 (stereo unspecified)	i	0.2	0.7%[50 µM]
CCCOc1ccc(C(=O)Nc2ccc(S(=O)(=O)NC3=NCCCCC3)cc2)cc1	i	0.8	0.3%[50 µM]
CCOC(=O)C1CCCN(C(=O)c2ccc(S(=O)(=O)N3CCOCC3)cc2)C1 (stereo unspecified)	i	1.2	0.5%[50 µM]
